High-throughput results: PubChem BioAssay, several laboratories
MEKK2wt PB1 HTS – modulators of MEK5 binding to wildtype MEKK2, primary screen, biochemical, multiplex bead flow cytometry, Alexa488-MEK5. Mitogen-activated protein kinase kinase kinase 2 (Homo sapiens), Q9Y2U5. Alexa488-MEK5 binding to MEKK2 WT; actives lie on both sides. AID 1531, 2009. hit rate 1.1% among 290,000. binding response (% of control), % at 10 µM; in the data active = binding response below about 67% or above about 130%
NALP1 inh – NALP1 inflammasome inhibitors in reconstituted yeast, colorimetric, S. cerevisiae, triplicate retest | S. cerevisiae NALP1/ASC/caspase-1 growth, X-gal OD620, 72 h | inhibition, % at 10 µM | hit rate 0.61% among 280,000 | AID 2071, 2009; in the data active = inhibition mostly above about 24%, no sharp cut-off; inactive = mostly below about 32%; note: some compounds called inactive have numbers as strong as hits
DNA FID counter – compounds displacing fluorescent DNA intercalator, primary screen, artefact control for HCV NS3 helicase inhibitor project, biochemical, FID fluorescence | hit rate 0.17% among 290,000 | inhibition, % at 7.9 µM | DNA fluorescent intercalator displacement | AID 1845, 2009; in the data active = inhibition above about 37%;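 note: 0% = vehicle and 100% = reference compound; higher means more ethidium bromide displaced from hairpin DNA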
VIM-2 inhibitor – VIM-2 metallo-beta-lactamase inhibitors, primary screen, biochemical, epi-absorbance readout, Pseudomonas aeruginosa enzyme; purified VIM-2, nitrocefin hydrolysis, epi-absorbance fluorescence; inhibition, % at 5.6 µM; hit rate 0.89% among 290,000;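 active = inhibition above the mean of all tested compounds plus 3 SD, cutoff set per screening run, cut at about 7.5% in these data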;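 note: red hydrolysis product quenches plate fluorescence so inhibitors raise well fluorescence; 0% = enzyme with DMSO and 100% = DMSO without enzyme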
HCV NS3 hel inh – inhibitors of HCV NS3 helicase, primary screen, biochemical, Cy5 molecular beacon fluorescence. NS3 helicase DNA unwinding. hit rate 0.56% among 290,000. Hepatitis C virus NS3 helicase. AID 1800, 2009. inhibition, % at 10.9 µM;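 active = inhibition above the mean of all tested compounds plus 3 SD, set per campaign, cut at about 35% in these data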;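 note: 0% = DMSO wells and 100% = thioflavine S control wells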
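Compound dosing – single dose, 10.9 µM nominal final, DMSO 0.8% final · System – NS3 helicase fragment of HCV · Buffer or medium – MOPS pH 6.5, MgCl2, DTT, Tween20, BSA · Signal – Cy5 beacon fluorescence read at start and 1 h · Also added – annealed dual-labelled DNA beacon duplex, ATP-started · Schedule – 1 h at 25 °C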
MEKK2 mut-MEK5 – MEK5 binding signal on mutant MEKK2 PB1, primary screen, biochemical, multiplex bead flow cytometry, Alexa488-MEK5. Alexa488-MEK5 binding to MEKK2 mutant. percent response, % at 10 µM. hit rate 0.35% among 290,000; in the data active = percent response above about 24%, passing the limit was not always enough; note: inactives centre near 1; some results filed as inactive read as strong as hits
SUMO HTRF inh – inhibitors of in vitro SUMOylation cascade, primary screen, biochemical, HTRF, uHTS | SUMO-conjugating enzyme UBC9 (Homo sapiens), P63279 | HTRF SUMOylation assay, SAE1/SAE2 + UBC9 | hit rate 0.36% among 290,000 | inhibition, % at 35 µM; in the data active = inhibition above about 50%, passing the limit was not always enough; note: strong numbers were not always called active
Target sequence (P63279 whole entry, looked up): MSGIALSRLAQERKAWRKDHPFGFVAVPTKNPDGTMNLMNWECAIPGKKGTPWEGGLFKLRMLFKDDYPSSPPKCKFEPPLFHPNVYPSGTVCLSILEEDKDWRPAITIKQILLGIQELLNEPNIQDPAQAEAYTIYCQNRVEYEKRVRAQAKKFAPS
IMP-1 inhibitor – IMP-1 metallo-beta-lactamase inhibitors, primary screen, biochemical, epi-absorbance readout, Pseudomonas aeruginosa enzyme. hit rate 0.45% among 290,000. metallo-beta-lactamase IMP-1 (Pseudomonas aeruginosa). inhibition, % at 5.6 µM. purified IMP-1, nitrocefin hydrolysis, epi-absorbance fluorescence;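 active = inhibition above the mean plus 3 SD of all compounds in the same screening run, cut at about 4.5% in these data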;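 note: 0% = IMP-1 with DMSO and 100% = DMSO wells lacking enzyme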
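system = purified recombinant IMP-1 beta-lactamase | amount = 0.2 nM IMP-1, as dispensed | medium = HEPES buffer pH 7.1 with ZnSO4 and Brij 35 | times = 25 °C, 15 min preincubation, 25 min reaction | detection = plate fluorescence quenching by hydrolysis product, ex 480/em 530 nm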
M18AAP inhibitor – PfM18AAP inhibitors, malaria aminopeptidase, primary screen, biochemical, QFRET, recombinant enzyme; M18 aspartyl aminopeptidase (Plasmodium falciparum 3D7); H-Glu-NHMec fluorogenic cleavage; inhibition, % at 7.35 µM; hit rate 1.2% among 290,000; AID 1822, 2009;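 active = inhibition above the campaign mean inhibition over all tested compounds plus 3 SD, cut at about 28% in these data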;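 note: 0% = plate median of test compound wells and 100% = 2 mM ZnCl2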
Active calls of the source: *; · = no result given.

Structure	MEKK2 mut-MEK5	SUMO HTRF inh	MEKK2wt PB1 HTS	VIM-2 inhibitor	M18AAP inhibitor	HCV NS3 hel inh	IMP-1 inhibitor	NALP1 inh	DNA FID counter
COc1ccc(-n2cc(CNCCc3cscn3)c(-c3ccccc3Cl)n2)cc1	-9.0	17.8	96.0	-5.5	3.8	-69.2	-2.0	9.8	17.9
COc1cc2cc(CN(CCc3ccccc3C)C(=S)NCCCN3CCOCC3)c(=O)[nH]c2cc1OC	20.0	-9.8	130.0	-1.5	-0.5	-53.0	-2.3	11.5	26.0
Cc1ccc(CNC(=O)CS(=O)Cc2nc(-c3ccccc3Cl)oc2C)cc1 (stereo not drawn)	0.0	-3.0	99.0	-3.9	2.1	-9.8	-3.6	10.5	-49.7
CN(C)c1cnn(-c2ccccc2)c(=O)c1Cl	0.0	-3.8	104.0	-3.1	-2.0	4.8	-1.1	11.9	1.6
CCN(Cc1ccccc1)Cc1nnnn1Cc1ccccc1	-1.0	-10.4	102.0	2.6	9.4	-8.8	-0.3	-1.9	-23.8
COc1ccc(N2CCN(C(=O)c3nc4nc(C)cc(C)n4n3)CC2)cc1	-3.0	15.6	98.0	-0.9	6.8	-17.5	-2.9	-6.9	-5.8
O=C(O)C(Cc1ccccc1-c1ccccc1)C(=O)O	9.0	9.2	102.0	7.7	-1.6	-2.0	-2.1	5.5	-1.9
CCN1CCN(CC(O)COCc2ccccc2)CC1 (stereo not drawn)	8.0	24.5	107.0	0.7	-7.9	1.6	1.3	-2.2	2.3
Cc1ccc(NC(=O)C(c2ccc(Cl)cc2)N2CCOCC2)cc1 (stereo not drawn)	-19.0	6.7	70.0	1.4	-15.0	-3.5	-0.3	-8.1	-18.1
O=C(Nc1ccc2c(c1)OCCO2)C1CCN(C(=O)c2ccc(F)cc2)CC1	7.0	14.1	104.0	-3.5	-6.7	6.7	-2.8	3.3	-15.6
O=C(NNC(=S)Nc1ccc(Cl)cc1Cl)C1CC1	0.0	0.1	100.0	-2.5	4.1	-1.7	-5.1	-7.4	-2.9
CC1=C(C(=O)OC2CCCCC2)C(c2ccc(C)o2)C2=C(CC(C)(C)CC2=O)N1 (stereo not drawn)	-7.0	-7.7	90.0	0.0	1.7	1.8	-2.7	4.3	-9.9
Cc1cc(S(=O)(=O)N2CCOCC2)ccc1OCC(=O)NCc1ccccn1	-4.0	0.4	101.0	-1.4	-2.1	6.0	-2.8	12.6	-8.5
O=C(NC1CCCCC1)c1cc(Cl)nc2ccccc12	-1.0	5.2	100.0	2.4	-9.5	1.5	-0.4	24.6	1.9
CCc1cccc(NC(=O)CN(C)S(=O)(=O)c2cccc3nsnc23)c1	1.0	17.9	101.0	1.1	-9.6	-5.9	0.7	12.4	-7.2
CC(=O)N/C(=C\c1ccccc1)C(=O)Nc1ccc(O)cc1	-17.0	5.3	73.0	3.2	8.2	14.1	-1.1	1.1	8.1
N#Cc1c(N)sc2c1CCN(CCc1ccccc1)C2	11.0	17.3	103.0	-0.5	1.9	-5.5	1.2	15.4	-1.7
CC1Sc2ccc(S(=O)(=O)CCC(=O)N3CCN(c4ccccc4)CC3)cc2NC1=O (stereo not drawn)	5.0	4.2	99.0	-1.3	2.4	-0.8	0.2	12.8	-49.2
CN(C)c1nc(F)c(F)c(S(=O)(=O)c2ccccc2)c1F	12.0	9.6	107.0	-2.2	-4.9	-15.7	-2.4	30.7	-8.7
C[C@H](NC(=O)[C@H]1N2C(=O)c3ccccc3C2SC1(C)C)C(=O)N1CCC[C@H]1C(=O)O (stereo partly drawn)	1.0	12.5	103.0	1.4	-25.1	-7.5	-1.1	19.7	-19.3
COCCNC(=O)Cn1cnc2c1c(=O)n(C)c(=O)n2C	14.0	12.0	110.0	-3.3	7.8	0.5	-1.6	10.0	-0.8
CCC(O)CNc1nc(-n2nc(C)cc2C)nc2sc3c(c12)CC(C)(C)OC3 (stereo not drawn)	·	-10.3	·	-1.0	-1.4	-1.1	-1.1	9.0	-5.1
COc1ccc(C2(C(=O)NCCN3CCOCC3)CCOCC2)cc1	0.0	11.5	99.0	-2.9	-1.1	3.1	-1.8	-1.1	-3.2
CSC1=C(C#N)C(c2ccccc2C)C(C#N)=C(N)N1 (stereo not drawn)	-8.0	7.2	92.0	-2.4	12.5	0.2	0.2	5.0	-0.8
CCS(=O)(=O)N1CCN(Cc2ccc([N+](=O)[O-])cc2)CC1	14.0	14.8	102.0	-2.0	-8.8	-15.9	-0.8	4.1	3.9

Other structures follow.
Structure	MEKK2 mut-MEK5	SUMO HTRF inh	MEKK2wt PB1 HTS	VIM-2 inhibitor	M18AAP inhibitor	HCV NS3 hel inh	IMP-1 inhibitor	NALP1 inh	DNA FID counter
Cc1nc(-c2cccc(NC(=O)C(C)Oc3ccccc3)c2)cs1 (stereo not drawn)	3.0	-3.1	98.0	-3.1	-5.5	-0.4	-5.6	2.3	-43.9
Nc1nc(SCC(=O)NCc2ccco2)[nH]c(=O)c1-c1ccccc1	6.0	-1.3	100.0	-0.3	8.5	8.1	-3.6	-1.0	-5.5
Cc1ccc(-n2ccc(=O)c(C(=O)O)n2)cc1	6.0	11.7	113.0	-0.5	5.8	-3.9	-3.4	1.5	-2.3
Cc1cccc(OCCC(=O)NCC(c2ccccc2)N(C)C)c1 (stereo not drawn)	-3.0	-7.0	105.0	-2.4	-7.1	-12.8	-1.2	37.4	7.5
COc1ccc(/C=C2\SC(=S)N(CCC(=O)Nc3cccc(C(=O)O)c3)C2=O)cc1OC	-5.0	8.6	94.0	0.5	-16.8	61.0*	1.1	14.4	4.4
CC1CCN(C(=O)C2CCCN2S(=O)(=O)c2ccc(Cl)cc2)CC1 (stereo not drawn)	8.0	2.8	107.0	-3.7	-7.2	4.2	-4.0	-11.6	-22.8
COc1ccc(-c2ccc(CCC(=O)O)n2NC(=O)c2ccc(O)cc2)cc1	4.0	6.5	95.0	-2.6	7.5	-1.0	-2.1	-18.3	-3.5
Cc1ccc2nc(C)cc(C(=O)OCC(=O)c3ccc(Cl)c([N+](=O)[O-])c3)c2c1	·	12.5	·	1.9	4.2	4.7	0.5	6.3	3.5
CCOC(=O)c1cnc2c(C#N)c(C)nn2c1C	0.0	-18.1	103.0	-0.5	-4.8	-2.2	-3.5	-11.3	3.3
O=C(NCc1ccc2c(c1)OCO2)c1nc(Cn2ccc([N+](=O)[O-])n2)no1	6.0	2.5	107.0	-5.3	2.0	0.2	-3.1	-10.1	-3.4
O=c1c2oc3ccccc3c2ncn1Cc1ccccc1Cl	-5.0	2.1	92.0	-3.1	2.6	-4.1	0.7	-12.2	-5.8
Cc1ccc(S(=O)(=O)Nc2ccc(C(=O)OCC(=O)N(CCC#N)c3ccccc3)cc2)cc1C	-1.0	-9.5	96.0	-2.9	-14.8	-16.3	-4.2	42.8	-28.5
COc1ccc(NC(=O)CN2CCc3ccccc3C2)c(OC)c1	-8.0	0.6	96.0	1.4	12.6	-2.3	-1.8	9.5	-28.0
COc1cc(N2C(=O)c3ccccc3C2=O)c(Cl)cc1C(=O)OCC(=O)NCc1ccco1	11.0	12.4	99.0	-0.9	3.7	3.8	-2.2	-2.4	-13.9
CCOc1ccc(NC(=O)C2CCN(S(=O)(=O)CC)CC2)cc1	23.0	10.5	115.0	-3.6	3.4	27.5	-3.9	-4.6	-9.2
COc1ccc(C(C(=O)NC(C)(C)C)N(C(=O)Cn2nnc3ccccc32)c2ccc(C(C)=O)cc2)cc1O (stereo not drawn)	-4.0	-24.0	94.0	-1.3	7.0	1.0	-1.7	·	-32.3
Cc1cccc(NC(=O)NCCN2CCN(c3ccccc3)CC2)c1C	5.0	23.6	103.0	-2.0	-4.3	-3.6	-1.1	19.5	2.3
Cc1nnc2n1N=CC=C(C(C)(C)C)S2	-5.0	17.8	97.0	0.4	1.7	-3.8	-2.3	-14.1	-0.9
CCCCC(=O)NCCc1cc2ccc(OC)cc2[nH]c1=O	3.0	11.8	107.0	-2.3	3.3	-6.6	0.8	-10.5	-4.3
Cc1ccc2[nH]c3c(c2c1)SC(C)(C)CC3=O	0.0	24.1	92.0	-6.0	-1.1	-10.2	-2.8	12.0	-15.7
Cc1ccc(CC(=O)NCCN2CCOCC2)cc1	5.0	2.8	105.0	-0.2	0.1	3.7	-2.2	1.0	-0.3
O=C(c1sc2ccccc2c1Cl)N1CCN(c2ncccn2)CC1	-1.0	0.1	101.0	-4.1	0.3	0.6	-3.6	33.7	-32.1
Cc1cc(C)c2c(n1)nn1c(NCCOCCO)cc(C)nc21	3.0	34.6	105.0	5.7	5.5	0.5	-0.3	20.7	-3.6
CCC(=O)Nc1ccc(Cl)c(NC(=O)c2ccccc2OC)c1	-25.0	27.9	66.0	3.2	-18.9	6.4	0.3	11.3	-4.0
COCCNCCCCSc1ccc(Cl)cc1	-2.0	4.7	102.0	2.7	-3.2	3.6	-2.6	22.4	15.5

Later entries
Structure	MEKK2 mut-MEK5	SUMO HTRF inh	MEKK2wt PB1 HTS	VIM-2 inhibitor	M18AAP inhibitor	HCV NS3 hel inh	IMP-1 inhibitor	NALP1 inh	DNA FID counter
Cc1c(C(=O)Nc2ccccc2C(=O)N2CCCC2)cccc1[N+](=O)[O-]	-3.0	-9.3	96.0	-0.1	-1.6	-1.6	2.1	16.6	-0.4
Cc1ccccc1-c1nnn(CC(=O)N2CCN(S(=O)(=O)c3ccc(Cl)cc3)CC2)n1	-2.0	-10.6	98.0	-2.7	1.4	-2.1	-3.7	-7.5	0.0
NC(=O)NC(=O)COC(=O)c1ccc2noc(-c3ccccc3)c2c1	4.0	16.0	102.0	2.1	16.8	-0.6	-3.1	9.1	-18.9
O=C(Nc1ccc2nsnc2c1)c1ccc2c(c1)OCO2	2.0	13.7	98.0	-0.9	-6.7	5.7	-1.7	8.8	1.9
CCc1ccc(NC(=O)C2CCCN(S(C)(=O)=O)C2)cc1 (stereo not drawn)	6.0	31.9	99.0	-2.4	1.5	-2.8	-1.7	9.1	-1.4
CCCNC(=O)c1ccccc1C(=O)NCCC	7.0	2.3	104.0	-1.2	2.0	-0.2	-1.5	16.6	3.5
CC(NCc1ccc(N(C)C)cc1)C1CC2CCC1C2 (stereo not drawn)	8.0	12.3	107.0	-1.5	4.8	-7.6	2.2	16.9	13.1
